AI-2 QS mod – Vibrio harveyi AI-2 quorum sensing modulators, primary screen, JMH597 strain, luminescence/OD600 ratio; Vibrio harveyi JMH597 AI-2 luminescence/OD600 ratio, 9 h; stronger effect = lower value; strain lacks LuxN and CqsS sensors; 0 = neutral-control median; activity change, % at 7.5 µM; 300,000 compounds, 0.4% hits; in the data active = activity change below about -75%, passing the limit was not always enough; inconclusive = no clear call, values can overlap the other calls;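 also: luminescence divided by OD600 gain over 9 h not by final OD600 alone; inactives centre near 13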
GSK3beta inhib – human GSK3beta kinase inhibitors, primary screen, biochemical, cell-free homogeneous, HTS | 300,000 compounds, 0.038% hits | GST-GSK3beta kinase, ADP-Glo luminescence, 60 min; stronger effect = lower value | Glycogen synthase kinase-3 beta (Homo sapiens), P49841 | activity score (negative = inhibition), % at 10 µM | AID 2097, 2009;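 active = more than half of replicate wells score below -50%, meaning over 50% inhibition versus plate controls; inconclusive = some replicates but at most half score below -50%; inactive = no replicate scores below -50%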;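 also: 0% = median DMSO wells and -100% = median GW8510 positive control wells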
Target sequence (P49841 whole entry, looked up): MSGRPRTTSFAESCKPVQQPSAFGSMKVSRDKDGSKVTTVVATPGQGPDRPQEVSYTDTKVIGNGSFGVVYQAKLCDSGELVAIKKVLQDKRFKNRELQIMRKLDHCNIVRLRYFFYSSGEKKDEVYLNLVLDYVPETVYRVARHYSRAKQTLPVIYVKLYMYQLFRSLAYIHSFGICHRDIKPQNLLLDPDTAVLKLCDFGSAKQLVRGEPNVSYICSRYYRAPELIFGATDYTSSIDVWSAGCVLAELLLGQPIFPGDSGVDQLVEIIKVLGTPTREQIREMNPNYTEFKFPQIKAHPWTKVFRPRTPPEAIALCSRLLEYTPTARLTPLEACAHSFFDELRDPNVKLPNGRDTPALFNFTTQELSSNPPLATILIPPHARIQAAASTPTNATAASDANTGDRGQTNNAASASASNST
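Test system: GST-fused GSK3beta enzyme, cell-free | Quantity: 1.6 ng GST-GSK3beta enzyme per well | Reagent: 25 µM ATP with peptide substrate | Schedule: 60 min enzyme reaction, room temperature | Signal: Luminescent ADP-Glo measurement of ADP formed | Read-out basis: Score relative to plate controls | Control set: DMSO and 20 µM GW8510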
GSK3 alpha inh – blockers of GSK3A enzyme activity – biochemical, luminescence, cell-free homogeneous, HTS, primary screen; inhibition, % at 10 µM; 320,000 compounds, 0.1% hits; GSK-3 alpha kinase, ADP-Glo luminescence, 60 min; Glycogen synthase kinase-3 alpha (Homo sapiens), P49840; AID 2650, 2010;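 in the data active = inhibition above about 50%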;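 also: GST-tagged GSK-3 alpha with peptide substrate and 25 µM ATP; 0% = DMSO neutral wells and 100% = GW8510 positive control wells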
Target sequence (P49840 whole entry, looked up): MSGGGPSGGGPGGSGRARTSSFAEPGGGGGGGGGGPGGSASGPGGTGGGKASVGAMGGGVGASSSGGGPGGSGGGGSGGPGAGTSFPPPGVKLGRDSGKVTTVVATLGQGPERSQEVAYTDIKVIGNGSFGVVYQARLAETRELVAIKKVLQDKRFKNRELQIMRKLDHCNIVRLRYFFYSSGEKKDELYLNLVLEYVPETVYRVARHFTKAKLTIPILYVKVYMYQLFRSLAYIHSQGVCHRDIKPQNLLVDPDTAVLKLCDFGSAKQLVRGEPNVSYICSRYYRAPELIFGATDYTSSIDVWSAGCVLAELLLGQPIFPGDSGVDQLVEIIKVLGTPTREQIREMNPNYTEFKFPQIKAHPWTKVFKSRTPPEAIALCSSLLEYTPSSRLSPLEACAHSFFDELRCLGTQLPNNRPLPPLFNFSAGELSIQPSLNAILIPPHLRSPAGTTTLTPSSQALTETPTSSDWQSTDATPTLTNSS
HSF1 inhib – HSF1 inhibitors in luciferase reporter cells, primary screen, cell-based, NIH3T3, luminescence; NIH3T3-HGL HSE-luciferase, MG132-induced, luminescence 8 h; stronger effect = lower value; activity change, negative = inhibition, % at 7.5 µM (by protocol); 300,000 compounds, 0.77% hits;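 active = more than half of replicate wells show activity change below -50%, luminescence cut by over half; inconclusive = some wells, but at most half, below -50%; inactive = no replicate well below -50%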;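 also: luciferase reports HSF-1 transcriptional activity via heat shock element; 0% = median of DMSO wells and -100% = zero luminescence signal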
KLF5 inh – KLF5 expression inhibitors, primary screen, DLD-1 cells, luminescence; DLD-1 KLF5 promoter-luciferase reporter; inhibition, % at 5 µM; 290,000 compounds, 0.23% hits; AID 1700, 2009;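 active = inhibition above a per-plate limit of that plate's mean compound inhibition plus 3 SD, cut at about 60% in these data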;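 also: 0% = DMSO wells and 100% = LY294002 at 200 µM; higher means less KLF5 promoter-driven luciferase light; inactives centre near -14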
aSyn 5UTR inh – MLPCN primary screen, SNCA 5' untranslated region | alpha-synuclein 5'UTR reporter, inhibitor activity | inhibition, % (tested at 7.5 µM) | 300,000 compounds, 0.82% hits; in the data active = inhibition above about 60%; inconclusive = no clear call, values can overlap the other calls;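 also: H4 neuroglioblastoma cells stably carrying SNCA 5'UTR luciferase fusion; 0% = DMSO wells and 100% = positive control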
HIF activator – HIF pathway transcriptional activators, primary screen, cell-based, U2OS HRE-luciferase, luminescence; U2OS HRE-luciferase reporter; normalized: DMSO 0%, desferrioxamine 100%; activation, % at 7.5 µM (by protocol); 300,000 compounds, 0.32% hits;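 active = mean activation of at least 10% of the iron chelator positive control signal, with at least half of replicates also reaching 10%; inconclusive = mean and replicate majority disagree about reaching 10%; inactive = mean and most replicates under 10%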
IEC-6 tox – cytotoxicity in IEC-6 intestinal epithelial cells, primary screen, cytotoxicity control for KLF5 inhibitor project, cell-based, luminescence. IEC-6 cytotoxicity, luminescence viability. inhibition, % at 5 µM. 290,000 compounds, 0.78% hits. AID 1825, 2009; in the data active = inhibition above about 22%;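 also: 0% = plate median of test compound wells and 100% = cytotoxic reference compound wells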
HSP90 refold inh – HSP90 inhibitors, primary screen, cell lysate, luminescence | Heat shock protein HSP 90 (rabbit reticulocyte lysate; luciferase refolding) | Rabbit reticulocyte lysate, luciferase refolding luminescence, 3 h | inhibition, % at 5.6 µM | 290,000 compounds, 0.91% hits;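 active = inhibition above the screen-wide mean plus 3 SD, computed separately per campaign, cut at about 16% in these data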;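 also: 0% = DMSO wells and 100% = 60 µM geldanamycin wells; inhibitors lower the luminescence because luciferase stays unfolded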
HSF1 activator – HSF-1 activators, primary screen, NIH3T3-HGL cells, MG132 stress, luminescence, single point; 300,000 compounds, 1.7% hits; AID 504408, 2011; activation, % at 9 µM; NIH3T3-HGL HSF-1 luciferase reporter, 8 h; 100% = twice DMSO control signal;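 active = mean replicate activation of at least 50% with a set share of replicates each reaching 50%; inconclusive = only one of those two conditions met; inactive = mean below 50% and too few replicates reaching it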;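 also: 0% = median of the neutral control wells and 100% = twice that signal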
Active calls of the source: *; ? = inconclusive; / = no result given.

SMILES	AI-2 QS mod	GSK3beta inhib	GSK3 alpha inh	HSF1 inhib	KLF5 inh	aSyn 5UTR inh	HIF activator	IEC-6 tox	HSP90 refold inh	HSF1 activator
COc1ccc(CNCc2ccc3ccccc3c2)c(OC)c1	22	-6	1	-4	-21	-4	-1.5	8	-1	-2
O=S(=O)(Nc1ccc(N2CCCCC2)cc1)c1ccccc1	0	-4	-2	1	-6	-54	0.9	-4	-5	30
Cc1ccc(S(=O)(=O)N2CCN(c3ccccc3)CC2)cc1C	26	0	0	-10	-49	2	0.2	-12	0	4
N/C(=N\c1nc2ccccc2o1)NC(=O)c1ccccc1F	12	3	-1	19	-61	-198	3.4	-2	-3	43
C=C(C)C(=O)Nc1cccc(C2=NOC3(C2)C[C@H](C(N)=O)N(C(=O)c2ccccc2)C3)c1 (some centres undefined)	10	2	-2	-4	/	17	0.6	/	/	5
CCN(CC(=O)Nc1c(F)cccc1F)C(=O)/C=C/c1ccc2ccccc2n1	8	0	2	-1	/	21	-0.5	/	/	-1
COc1cc(C)nc(Oc2ccc(=O)n(C)n2)n1	22	1	/	4	-2	0	0.1	-2	5	37
Cn1c(NC(=O)C(C)(C)Oc2ccc(Cl)cc2)cc(=O)n(C)c1=O	23	0	-1	0	-20	15	-0.2	7	-1	-3
c1ccc(NCc2ccccn2)cc1	-5	4	0	19	-13	-30	1.4	-5	-2	36
Cc1ccc(N(Cc2ccco2)C(=O)c2ccc(N3CCCCC3)c([N+](=O)[O-])c2)cc1	8	0	/	11	-23	9	-0.4	-4	3	13
CCOC(=O)C[n+]1ccc2c([nH]c3ccccc32)c1C	19	1	-3	-6	-19	7	-0.7	-2	0	9
CCNc1nc(Cl)nc(NCc2ccccc2)n1	34	3	-3	-1	-13	15	0.0	-2	-3	24
CNc1nc2c(N)ncnc2n1[C@H]1O[C@@H](CO)[C@H](O)[C@@H]1O	17	-6	1	-11	-34	-3	-1.3	0	-1	-12
COc1ccccc1OCCn1c(=O)oc2ccc(C)cc21	16	2	-1	-24	7	12	-0.6	0	-2	-39
Cc1nc(NC(=S)NC(=O)c2cccs2)sc1C(=O)N(C)C	0	0	1	1	-15	-21	0.5	0	1	28
COc1ccccc1NS(=O)(=O)c1cc(C)ccc1C	11	-3	1	-1	-7	0	-0.3	-6	5	5
CC(=O)Nc1ccc(NC(=O)CSc2nnnn2-c2ccccc2F)cc1	20	2	-6	-7	-5	-3	0.0	2	-5	-23
O=C(NC1CCCCC1)N1CCCc2ccccc21	-5	-1	-5	-3	-26	29	0.1	3	3	-6
COc1ccc(NC(=O)CCN2CCC(C)CC2)cc1	7	-3	-4	-4	-19	-16	0.0	0	4	7
CN(C)S(=O)(=O)n1cc(/C=C(\NC(=O)c2ccccc2Cl)C(=O)N2CCCC2)c2ccccc21	13	0	-2	3	6	-17	-0.6	-2	-5	7
COc1ccc(C(=O)NC(=S)Nc2ccccc2N2CCN(S(C)(=O)=O)CC2)cc1OC	12	6	-4	-2	-18	11	-1.0	3	2	4
CC(C)(C)NC(=O)COc1coc(CN2CCN(Cc3ccccc3)CC2)cc1=O	11	3	8	1	5	17	1.8	0	1	-9
COc1ccc(-c2cc(=O)oc3cc(OCC(=O)Nc4ccc(CCO)cc4)ccc23)cc1	27	4	1	-8	3	-2	-0.4	-2	-2	-3
CC(NS(=O)(=O)c1ccc(OCC(=O)NCc2ccccn2)cc1)c1ccccc1 (centres undefined)	22	-4	2	0	-4	3	-1.7	-5	-3	-18
CC#CCN1c2ccccc2[C@]23C[C@@H](C(=O)OC)N(C(=O)NCCBr)C2=NC(C(=O)OC)=C(C(=O)OC)[C@H]13	20	-4	0	-7	/	29	-1.9	/	/	-6
CCOc1ccc(S(=O)(=O)NCCC(=O)NCC(c2cccs2)N2CCOCC2)cc1 (centres undefined)	28	3	1	0	-38	3	-0.3	-1	-1	14
Cc1nn(C(C)(C)C)c(OC(=O)c2ccc3c(c2)OCO3)c1S(=O)(=O)c1ccccc1	28	0	-1	8	0	-12	-0.7	1	1	7
CC1CCN(C(=O)CCc2nc3cc(S(=O)(=O)N(C)C)ccc3n2C)CC1	7	-5	5	-13	-6	12	0.2	4	1	-33
O=C(Cn1cc(SCc2ccc(Cl)cc2)c2ccccc21)N1CCOCC1	15	1	/	25	3	-90	1.0	5	-2	33
Cc1ccc(NC(=O)CS(=O)CC(=O)N(CC(=O)NC2CCCC2)c2cc(C)ccc2C)cc1 (centres undefined)	7	-1	-2	5	-7	8	-0.1	4	9	18
Cc1ccc(NC(=O)C2CCCN(S(=O)(=O)c3ccc4[nH]c(=O)ccc4c3)C2)nc1 (centres undefined)	28	-5	1	0	13	7	0.3	-5	-5	2
O=C(COc1cccc2c1CCN(Cc1ccccc1F)C2=O)N1CCCCC1	26	1	0	1	6	20	-0.1	9	-2	3
COc1cc(Cl)cc(/C=C/c2ccc3cccc(O)c3n2)c1OC	20	1	0	-4	-17	-1	-2.0	1	2	-2
O=C(c1ccc(=O)oc1)N1CCCc2ccccc21	27	3	-4	-3	-11	-1	0.0	-5	6	-2
CC(C)(C)c1ccc(OC(=O)c2cccnc2)cc1	-63	1	-1	?	1	-14	0.5	0	0	-58
Cc1ccc(NS(=O)(=O)c2ccc(C(=O)N3CCN(c4ncccn4)CC3)cc2)cc1	34	-2	0	4	-23	11	0.2	7	-2	-7
O=[N+]([O-])c1ccc(N2CCN(c3ccccc3)CC2)nc1	20	-3	-1	15	-25	-76	-18	5	1	16
CCOC(=O)c1[nH]c2ccc(OC)cc2c1NC(=O)CCN1CCc2ccccc2C1	5	1	1	-5	-13	24	-0.3	-4	-2	-15
O=S(=O)(Nc1nc2ccccc2nc1NCC1CCCO1)c1ccc(F)cc1 (centres undefined)	10	0	-4	1	6	-3	0.1	4	9	14
CN1CCSc2ccc(C(=O)Nc3cccc(F)c3)cc21	0	4	-4	117	-154	-134	1.8	10	9	160*
C=CCn1c(Cc2ccccc2)nnc1SCc1nc2ccccc2c(=O)[nH]1	7	-1	-2	-6	-26	24	-0.2	0	4	8
O=c1[nH]c(Cc2cccs2)nc2ccccc12	0	-1	-1	-3	10	-49	0.3	0	0	-2
Cc1cc(C)nc(N2CCCC(C(=O)Nc3ccc(F)cc3)C2)n1 (centres undefined)	-1	1	-2	9	13	18	-0.4	9	3	11
C[C@@H](NC(=O)c1nc[nH]c1C(=O)N[C@@H](Cc1ccccc1)C(=O)OCc1ccccc1)c1ccccc1	21	0	6	3	-39	13	0.6	-10	7	16
COc1ccccc1CC(=O)NCC1CCCO1 (centres undefined)	19	-11	-4	1	/	14	-0.1	/	/	-1
Cc1ccc(O)c(/C=N/NC(=O)CN2CCCC2)c1	14	-4	0	-85*	-15	-10	15*	10	-4	-87
Cc1cccc(CN2CCC(C(N)=O)CC2)c1	4	4	-2	-14	-13	11	0.0	-2	-2	-12
CC(=O)N1N=C(c2ccco2)CC1c1ccc(Cl)o1 (centres undefined)	23	7	0	7	-15	6	-0.4	-8	-3	19
CS(=O)(=O)N1CCC(C(=O)NNC(=O)Nc2ccc(F)c(Cl)c2)CC1	10	1	1	-6	-14	15	-0.4	-2	6	1
COc1ccc2[nH]cc(CCNC(=O)Cc3c(F)cccc3Cl)c2c1	-5	2	0	-3	-40	10	-0.3	-2	6	11
CCNc1nc(NC(C)CC)nc(Oc2ccc(=O)[nH]n2)n1 (centres undefined)	10	0	2	-1	-11	10	0.0	-1	-6	25
Cc1ccc(Cn2c(Cc3ccccc3)nc3ccccc32)cc1	16	0	-1	6	-32	12	-0.6	1	2	17
CC(=O)c1c(C)[nH]c(C(=O)Nc2ccc(Cl)c(S(=O)(=O)N3CCOCC3)c2)c1C	10	2	0	2	1	-22	0.4	5	1	5
Cn1ncc(N=Cc2ccc([N+](=O)[O-])cc2)c1C(=O)Nc1ccccc1	9	1	1	3	-28	14	-1.0	1	0	6
O=C(NCc1ccccc1Cl)c1cnc2n(c1=O)CCS2	-1	2	-3	1	14	2	0.1	6	3	19
O=P(c1ccccc1)(c1ccccc1)c1nc(-c2ccccc2)oc1N1CCOCC1	7	0	-2	2	-21	2	0.1	1	-5	14
COc1ccc(Cl)cc1C(=O)NNC(=O)c1csc(N2CCOCC2)n1	22	-2	-1	-1	/	14	-0.5	/	/	-2
Cc1cc2c(c(SCC(=O)NCCc3ccccc3)n1)C(=O)OC2	12	-4	0	-9	-30	-53	0.4	-2	0	-12
CCN(c1ccccc1)S(=O)(=O)c1ccc(Cl)c(NC(=O)COC(=O)c2ccc[n+]([O-])c2)c1	6	-2	3	-3	-36	4	-0.6	-6	1	5
COC(=O)c1c(C)c(C)nc(N)c1C#N	17	-6	-2	-7	-2	4	0.1	-4	3	-5
The listing continues.
SMILES	AI-2 QS mod	GSK3beta inhib	GSK3 alpha inh	HSF1 inhib	KLF5 inh	aSyn 5UTR inh	HIF activator	IEC-6 tox	HSP90 refold inh	HSF1 activator
O=C(CCn1c(=S)[nH]c2cc3c(cc2c1=O)OCO3)NCc1ccccc1Cl	0	-1	-2	-6	-18	26	0.5	-1	1	1
CC(C)(C)c1ccc(C(=O)OCC(=O)Nc2sc3c(c2C#N)CCC3)cc1	11	2	/	-37	-7	6	0.6	-3	-3	-51
CC1CCN(CC(=O)Nc2ccccc2Sc2ccccc2)CC1	15	0	0	-7	-2	26	-3.4	10	4	-5
CCOc1ccc(NC(=O)c2cccnc2Cl)c([N+](=O)[O-])c1	14	5	/	-4	-23	-2	0.2	0	-2	-7
Cn1c(=O)[nH]c(=O)c2c1nc(SCC(=O)Nc1ccccc1)n2Cc1ccccc1	26	-1	0	1	4	18	0.0	-5	0	17
CCN(CC(=O)Nc1ccc(NC(C)=O)cc1)C(=O)COc1ccc2ccccc2c1	4	0	-3	-9	/	14	0.3	/	/	-1
Cc1ccc(/C=N/NC(=O)NC2CCCCC2)o1	12	2	2	0	-69	-66	0.2	1	-3	19
Cc1ccc2[nH]c(=O)c(CC(=O)O)c(-c3ccccc3)c2c1	14	3	-3	-8	-6	-1	-0.4	2	-1	11

Bioassay records deposited in PubChem BioAssay by several laboratories.
